Assay outcomes: PubChem, National Center for Advancing Translational Sciences (NCATS)
Tb PGK inh: qHTS Assay to Find Inhibitors of Phosphoglycerate Kinase. PGK/GAPDH coupled, Kinase-Glo luminescence, 60 min. Potency, µM (titrated, usually from 57.5 µM), for inactives: top-dose activity change, negative = inhibition, most hits filed as inhibitors. hit rate 0.043% among 380,000. AID 602233, 2012; also: potency is read from the fitted curve at half-maximal effect; % is scaled to controls: 0 for no effect and ±100 for the full control effect; nearly all actives have a fitted effect of over 60% in size
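Luminescent ATP detection (Kinase-Glo Plus) follows a 60-minute room-temperature incubation, with wells lacking PGK as controls. Buffer: 100 mM TEA (pH 7.6), 5 mM MgCl2, 0.01% Tween-20. Coupling enzyme GAPDH (100 nM final) supplies unstable 1,3-BPG in-well.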
IDH1 R132H inh: qHTS for Inhibitors of mutant isocitrate dehydrogenase 1 (IDH1): qHTS; Isocitrate dehydrogenase [NADP] cytoplasmic (Homo sapiens), O75874; IDH1-R132H enzyme, NADPH consumption, diaphorase/resazurin fluorescence; Potency, µM (top dose mostly 76.6 µM), inactives show at the highest dose activity change, negative = inhibition, usual class: inhibitors; hit rate 0.093% among 390,000; AID 602179, 2012; also: potency is read from the fitted curve at half-maximal effect; % is scaled to controls: 0 for no effect and ±100 for the full control effect; nearly all actives have a fitted effect of over 65% in size
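IDH1-R132H (0.5 ug/mL) preincubated 30 min with compound, then NADPH (0.016 mM) and alpha-KG (2 mM) added; 80 min at RT, pH 7.5. Remaining NADPH coupled via diaphorase/resazurin to fluorescence (540/590 nm); concentration-response curves normalized to no-enzyme control.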
GLS inhibitor: qHTS for Inhibitors of Glutaminase (GLS) | hit rate 0.21% among 410,000 | Glutaminase kidney isoform, mitochondrial (Homo sapiens), O94925 | Potency, µM (doses to about 45.5 µM), without a hit: at the top dose activity change, negative = inhibition, hits mostly inhibitors | GLS enzymatic activity, qHTS titration; also: potency is read from the fitted curve at half-maximal effect; % is scaled to controls: 0 for no effect and ±100 for the full control effect
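Enzyme dispensed in phosphate buffer (45 mM, pH 8.2, 0.02% Tween-20), compounds pinned in, then 1 mM L-glutamine solution and the glutamate oxidase–HRP–Amplex Red mix added; fluorescence read immediately and again after 30 min at room temperature.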
USP1-UAF1 inh: Inhibitors of USP1/UAF1: Primary Screen | recombinant USP1/UAF1, Ub-Rhodamine cleavage fluorescence | Potency, µM (highest dose often 57.1 µM), for the others: at the highest dose activity change, negative = inhibition, usual class: inhibitors | hit rate 0.23% among 390,000; also: potency is read from the fitted curve at half-maximal effect; % is scaled to controls: 0 for no effect and ±100 for the full control effect; nearly all actives have a fitted effect of over 60% in size; inactives centre near -12
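Step one: compound is pinned into 1nM USP1/UAF1 in HEPES pH 7.8 buffer with TCEP. Step two: 15 min room-temperature incubation. Step three: Ub-Rho (150nM final) starts cleavage, tracked by fluorescence over six one-minute reads.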
TrxR1 inh: qHTS Assay for Inhibitors of Mammalian Selenoprotein Thioredoxin Reductase 1 (TrxR1): qHTS; recombinant rTrxR1, NADPH fluorescence consumption, selenite substrate; Potency, µM (top dose mostly 114 µM), inactives show top-dose activity change, negative = inhibition, hits mostly inhibitors; hit rate 1% among 390,000; AID 588453, 2011; also: potency is read from the fitted curve at half-maximal effect; % is scaled to controls: 0 for no effect and ±100 for the full control effect; nearly all actives have a fitted effect of over 65% in size
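Rat TrxR1 (90 nM in the dispensed reagent) was pre-reduced with 400 uM NADPH for 5 min at room temperature, then incubated with compound for 15 min. After 400 uM selenite was added, NADPH fluorescence (Ex 340/Em 450 nm) was followed for 8 min.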
PI4K2A block: qHTS for small molecular inhibitors of PI4K2A; activity change, negative = inhibition, % at 76.9 µM; hit rate 0.13% among 420,000; AID 1346378, 2018; purified PI4K2A, ADP-Glo luminescence, 1 h; active compounds read low; Phosphatidylinositol 4-kinase type 2-alpha (Homo sapiens), Q9BTU6; in the data active = activity change below about -50%; inconclusive = mostly about -30% to -49%;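 also: -100% = wells without enzyme as full effect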
Target sequence (Q9BTU6 whole entry, looked up): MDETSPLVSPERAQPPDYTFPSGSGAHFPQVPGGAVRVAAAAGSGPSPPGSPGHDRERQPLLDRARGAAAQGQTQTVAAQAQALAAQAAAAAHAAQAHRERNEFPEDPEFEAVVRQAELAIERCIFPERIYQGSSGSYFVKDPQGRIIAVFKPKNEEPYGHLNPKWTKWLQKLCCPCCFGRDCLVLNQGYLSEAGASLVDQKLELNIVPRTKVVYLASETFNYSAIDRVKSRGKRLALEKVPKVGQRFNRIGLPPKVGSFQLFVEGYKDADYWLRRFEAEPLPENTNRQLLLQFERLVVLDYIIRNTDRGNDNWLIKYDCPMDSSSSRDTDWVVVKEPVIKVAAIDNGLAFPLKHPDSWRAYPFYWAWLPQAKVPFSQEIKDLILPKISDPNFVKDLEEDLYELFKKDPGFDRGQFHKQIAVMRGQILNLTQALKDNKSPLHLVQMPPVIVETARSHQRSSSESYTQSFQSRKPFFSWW
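In this quantitative HTS, ADP production by PI4K2A was quantified luminescently after 1 h at ambient temperature; 100 microM adenosine served as plate-quality control.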
TrxR1 substrate: qHTS Assay for Substrates of Mammalian Selenoprotein Thioredoxin Reductase 1 (TrxR1): qHTS; Thioredoxin reductase 1, cytoplasmic (Rattus norvegicus), O89049; purified TrxR1 substrate turnover, NADPH consumption readout; Potency, µM (top dose mostly 114 µM), without a hit: at the highest dose activity change, negative = substrate turnover; hit rate 0.01% among 390,000; AID 588456, 2011; also: potency is read from the fitted curve at half-maximal effect; % is scaled to controls: 0 for no effect and ±100 for the full control effect; nearly all actives have a fitted effect of over 50% in size
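Rat TrxR1, dispensed at 90 nM, was prereduced with 400 uM NADPH (final) for 5 min at ~22 deg C, then incubated with compound 15 min before 400 uM selenite. A first-read NADPH fluorescence drop versus no-compound background flagged substrates.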
Pin1 inh: qHTS Assay to Find Inhibitors of Pin1; Pin1 FP peptide displacement, HiFluor488, 10 min; Potency, µM (series often up to 115 µM), without a hit: top-dose activity, negative = inhibition, actives largely listed as inhibitors; Peptidyl-prolyl cis-trans isomerase NIMA-interacting 1 (Homo sapiens), Q13526; hit rate 0.009% among 390,000; active = well fitted inhibition curve with a large enough effect in the polarisation, with a control signal flat, not every such curve was filed as active; inconclusive = small, poorly fitted or top-dose-only effect, or effect the other way, or a change in a side signal; inactive = no such curve, though single readings can be large or run the other way; the % refers to the polarisation; also: potency is read from the fitted curve at half-maximal effect; % is scaled to controls: 0 for no effect and ±100 for the full control effect
Target sequence (Q13526 whole entry, looked up): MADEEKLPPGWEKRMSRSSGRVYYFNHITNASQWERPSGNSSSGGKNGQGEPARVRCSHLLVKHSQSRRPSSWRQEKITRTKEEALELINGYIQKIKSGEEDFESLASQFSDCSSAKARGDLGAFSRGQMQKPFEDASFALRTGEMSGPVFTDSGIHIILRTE
HP1b binding inh: HTS for Inhibitors of HP1-beta Chromodomain Interactions with Methylated Histone Tails | hit rate 0.56% among 390,000 | AlphaScreen HP1-beta / biotin-H3K9me3 peptide binding | Chromobox protein homolog 1 (Homo sapiens), P83916 | Potency, µM (highest dose often 114 µM), without a hit: at the highest dose activity change, negative = inhibition, hits mostly inhibitors | AID 540317, 2011; also: potency is read from the fitted curve at half-maximal effect; nearly all actives have a fitted effect of over 70% in size; inactives centre near 23
Target sequence (P83916 whole entry, looked up): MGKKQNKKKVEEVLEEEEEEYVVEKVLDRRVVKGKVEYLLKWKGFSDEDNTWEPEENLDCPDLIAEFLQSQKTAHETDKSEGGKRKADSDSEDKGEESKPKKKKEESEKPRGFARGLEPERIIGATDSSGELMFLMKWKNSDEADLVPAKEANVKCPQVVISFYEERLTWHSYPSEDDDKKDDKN
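AlphaScreen: HP1-beta (50 nM) preformed 30 min with biotin-H3(1-18)K9me3 peptide (50 nM) in PBS pH 7.4, 0.01% Tween-20. Compound added for 30 min at RT, then streptavidin donor/nickel chelate acceptor beads (10 ug/mL) for 30 min.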
The depositor's hits bear a star; i = inactive; ? = inconclusive; / = no result given; [ ] = dose if it differs, or a comment. Unless noted, calls follow the shape of the dose curve; as a rule, active = well fitted curve in the direction sought with a large enough effect; inconclusive = small, poorly fitted or top-dose-only effect, or another doubt; inactive = no such curve, though single readings can be large; an effect the other way counts as inactive or inconclusive. Some of the compounds tested; rates above refer to the full screens.

compound,Tb PGK inh,IDH1 R132H inh,GLS inhibitor,USP1-UAF1 inh,TrxR1 inh,PI4K2A block,TrxR1 substrate,Pin1 inh,HP1b binding inh
CNC(=O)CCCN1C(=O)c2cccnc2Sc2ccccc21,11%,0%,-2%,-16%,7%[57.1 µM],-1,-1%[57.1 µM],3%,25%
O=C(NC1CCCCC1)N1CCCCCCC1,-4%,-2%,6%,6%,9%,9,0%,4%,25%
COc1ccccc1OCCNC(=O)c1ccc(Br)cc1,2%,0%,4%,-24%,11%,0,-3%,1%,23%
CC1(c2nnc(-c3cccc(Cl)c3)o2)CC(c2c(Cl)cccc2Cl)=NO1 (stereo unspecified),i,6%,-12%,-24%,25%,5,2%,1%,90%[activator]
CCOc1ccc(S(=O)(=O)N2CCC(C(=O)NC3CCCC3)CC2)cc1,-3%,6%,0%,-17%,7%,-1,3%,-5%,13%
COc1ccc(/C=C(\NC(=O)c2ccccc2)C(=O)NC2CCCCC2)cc1,2%,-21%,-14%,26%,8%,-7,-3%,4%,24%
COc1ccc(CN2C(=O)C(CC(=O)NC3CC3)CC(C(=O)N(C)C)=C2C)cc1 (stereo unspecified),-2%,0%,3%,-17%,/,-2,/,/,/
O=C(Nc1ccc(Br)cc1)c1ccc(F)c(S(=O)(=O)NC2CCCCCC2)c1,-9%,-3%,0%,?,12%,-1,0%,14%,29%
CC(NC(=O)CCC(=O)c1ccc(F)cc1)C1CC2CCC1C2 (stereo unspecified),-9%,-5%,-6%,-8%,9%,-3,3%,5%,28%
Cc1ccc(C(CC(N)=O)c2ccco2)cc1 (stereo unspecified),3%,1%,-2%,-22%,-2%[57.1 µM],2,5%[57.1 µM],6%,16%
O=C(Nc1ccccc1)NC1(C(=O)N2CCC(O)CC2)CCCCC1,1%,5%,7%,-6%,-1%[57.1 µM],-6,0%[57.1 µM],3%,31%[activator]
Cc1ccc(S(=O)(=O)N2CCCCC2)cc1NC(=O)Cc1c[nH]c2ccccc12,i,-1%,10%,-21%,5%,0,-5%,28%,-4%
Cc1nn(C)c(C)c1NC(=O)CSc1nc(-c2ccccc2F)nc2c1cnn2-c1ccccc1,-6%,8%,1%,-27%,26%,-23,13%,9%,16%
COc1cc(/C=C2/NC(=O)N(Cc3ccccc3F)C2=O)cc(OC)c1O,5%,-7%,9%,-6%,?,0,-7%[57.1 µM],-5%,33%
CC(NC(=O)CCc1nnc(-c2ccc(-c3ccccc3)cc2)o1)c1nccs1 (stereo unspecified),3%,0%,-7%,-13%,-8%,5,5%,-1%,41%[activator]
CCCCOC(=O)CSC1=C(C#N)C(c2cccnc2)C(C(=O)OCC)=C(c2ccccc2)N1 (stereo unspecified),5%,-10%,18%,-13%,-12%,5,-14%,?,47%
CCOC(=O)CN1C(=O)C(=O)N(Cc2ccccc2F)C1=O,2%,1%,2%,-8%,-8%,0,-4%,-2%,9%
Cc1ccc(NS(=O)(=O)c2ccc(Cl)c(C(=O)Nc3cccc(C(=O)O)c3)c2)cc1,-7%,-9%,0%,-14%,-10%,0,-9%,1%,49%[activator]
Cc1cccn2c(=O)cc(COc3ccc(NC(=O)C(C)C)cc3)nc12,7%,-12%,4%,?,0%[57.1 µM],-9,-3%[57.1 µM],?,20%[57 µM]
CCCCNC(=O)CCCCn1c(=S)[nH]c2c([nH]c3ccc(OC)cc32)c1=O,-9%,9%,9%,-22%,30%,2,-2%,-1%,24%
CCOc1cc(/C=N/N2C(=O)NC3(CCCCC3)C2=O)cc(Br)c1O,i,-4%,8%,-6%,10%[57.1 µM],1,0%[57.1 µM],-2%,11%
Cc1cccc(NC(=S)NNC(=O)c2csc3c2CCC(C)C3)c1 (stereo unspecified),0%,2%,-1%,-15%,?,-2,-3%,-1%,-16%
Cc1cc(OCC(O)CN2CCc3ccccc3C2)cc(C(C)C)c1 (stereo unspecified),-7%,5%,3%,-16%,-2%[57.1 µM],-3,-2%[57.1 µM],-1%,41%[activator]
CC(C)C[C@H]1CNC(=S)N1CC1CCN(CCC23CC4CC(CC(C4)C2)C3)CC1,-2%,-3%,7%,-23%,12%,2,7%,-1%,37%
CCOc1ccc(C(C)C)cc1S(=O)(=O)Nc1cccc(-c2ccc(N3CCOCC3)nn2)c1,-1%,-15%,-9%,-7%,5%[57.1 µM],-3,-2%[57.1 µM],0%,24%[57 µM]
O=C(Cn1nc(Cc2cccnc2)c2ccccc2c1=O)N1CCN(c2ccccc2F)CC1,-7%,-3%,1%,5%,1%,-2,0%,0%,47%[activator]
CCCc1cc(=O)[nH]c(NCCc2ccccc2)n1,i,4%,-10%,-18%,16%[57.1 µM],1,-7%,-2%,28%
Cc1cc(C(F)(F)F)nn1CC(=O)N(C)C1CCCCC1,-2%,9%,5%,-11%,-2%,-7,-3%,-1%,17%
Cc1ccc(O)c(NC(=O)C2CCCN2C(=O)OCc2ccccc2)c1 (stereo unspecified),-9%,-3%,-3%,-26%,11%,1,1%,-2%,29%
Fc1ccc(-c2nnc(CSc3nnc4ccccn34)o2)cc1,i,7%,-2%,-12%,5%,-6,3%,7%,35%[activator]
Cc1ccc(N2C3=C(C(=O)CC(C)(C)C3)C(c3cn(C)nc3C)C3=C2CC(C)(C)CC3=O)cc1,-5%,-15%,?,-23%,?,-2,14%,?,-15%
Cc1cc2oc(C(=O)NCCc3ccc(S(N)(=O)=O)cc3)c(C)c2cc1C,-11%,6%,-7%,-19%,10%,12,-6%,11%,27%
CC(=O)c1nn(-c2cccc(Cl)c2)cc1C(=O)c1ccco1,3%,-2%,8%,-13%,0%[57.1 µM],-15,3%[57.1 µM],4%,44%[activator]
Cc1cc(NC(=O)c2cc(S(=O)(=O)N3CCCCC3)ccc2C)no1,-8%,14%,-2%,-14%,2%,-13,7%,?,35%
Cc1occc(=O)c1OCc1c(F)cccc1Cl,-1%,7%,14%,-13%,13%[57.1 µM],-19,9%[57.1 µM],7%,-14%
Cc1ccc2nc(C)cc(C(=O)Nc3nccs3)c2c1,-5%,2%,4%,-21%,12%,3,4%,12%,37%
O=C(Cc1noc2ccccc12)NNC(=S)Nc1ccccc1,2%,-4%,?,-13%,?,2,6%[57.1 µM],-6%,33%
CC(C)NC(=O)c1nn2c(C(F)(F)F)cc(-c3ccco3)nc2c1Cl,-8%,0%,-3%,-9%,-16%,1,7%,2%,63%[activator]
C/C(=N\NC(N)=O)c1ccc(Cl)s1,6%,-2%,18%,-8%,19%,-1,-5%[0.0914 µM],-7%,16%
O=C(Nc1nc2c(s1)CCCC2)C1CCCN1C(=O)c1cccs1 (stereo unspecified),5%,-4%,-3%,-1%,-13%,-3,-6%,-2%,18%
O=c1cc(-c2ccccc2)nc2nc[nH]n12,1%,-3%,18%,-14%,26%[57.1 µM],9,2%[57.1 µM],-4%,43%[activator]
Cc1ccc(S(=O)(=O)NCCC(=O)NNc2c(F)c(F)cc(F)c2F)cc1,-4%,-7%,21%,-10%,27%,-7,-3%,-4%,45%[activator]
COCCCNC(=O)CCn1c(=O)c2ccccc2n(CC(=O)Nc2ccc(C)cc2C)c1=O,-2%,1%,-1%,-18%,2%[57.1 µM],-6,6%[57.1 µM],0%,44%[activator]
O=S(=O)(c1ccc(Cl)cc1)N1CCN=C1SCc1ccc(Cl)c(Cl)c1,-3%,1%,1%,-11%,20%,2,5%,6%,26%
COc1ccc(S(=O)(=O)Nc2ccc(S(=O)(=O)N3CCOCC3)cc2)cc1,-2%,14%,21%,-5%,-4%,3,-3%,1%,64%[activator]
CCC(C)NCCOCCOc1ccc(Cl)c(C)c1C (stereo unspecified),-1%,5%,12%,2%,-14%,0,-9%,3%,?
CN(C)S(=O)(=O)c1ccc(C(=O)OCC2COC(C)(C)O2)cc1 (stereo unspecified),0%,-7%,?,-20%,-2%[57.1 µM],-2,-1%[57.1 µM],1%,46%[activator]

Quoted at random: two compounds from above, in no set order.
compound,Tb PGK inh,IDH1 R132H inh,GLS inhibitor,USP1-UAF1 inh,TrxR1 inh,PI4K2A block,TrxR1 substrate,Pin1 inh,HP1b binding inh
CC(C)NC(=O)c1nn2c(C(F)(F)F)cc(-c3ccco3)nc2c1Cl,-8%,0%,-3%,-9%,-16%,1,7%,2%,63%[activator]
O=C(Cc1noc2ccccc12)NNC(=S)Nc1ccccc1,2%,-4%,?,-13%,?,2,6%[57.1 µM],-6%,33%
